Compound activity (PubChem)
SARS 3CLpro inh = SARS-CoV 3CLpro protease inhibitors, primary screen, biochemical, quenched FRET; Replicase polyprotein 1ab (Severe acute respiratory syndrome coronavirus), P0C6X7; inhibition, % at 6 µM; recombinant SARS-CoV 3CLpro, quenched FRET peptide cleavage; actives 0.14% (n = 290,000); AID 1706, 2009; in the data active = inhibition above about 12%
PriA SSB inh = inhibitors of Klebsiella pneumoniae PriA binding to SSB C-terminal tail, primary screen, biochemical, AlphaScreen | AlphaScreen SSBct-PriA binding, biotinylated peptide | inhibition, % at 33 µM | actives 0.6% (n = 430,000); in the data active = inhibition mostly above about 37%, no sharp cut-off; inactive = mostly below about 20%;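 also: plate controls were negative control peptide for no effect and reference peptide for full effect; strong numbers were not always called active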
TcdB inh = TcdB glycohydrolase inhibitors, primary screen, biochemical, single point, plate reader | Toxin B (Clostridioides difficile), P18177 | TcdB glycohydrolase enzymatic assay | inhibition, % at 9.99 µM | actives 0.24% (n = 350,000) | AID 652162, 2013; in the data active = inhibition above about 10%
BoNT A protease = BoNT/A light chain protease inhibitors, primary screen, biochemical, flow cytometry, MLPCN library; Botulinum neurotoxin type A light chain protease (Clostridium botulinum A str. ATCC 3502); multiplex microsphere protease substrate cleavage; inhibition, % at 10 µM; actives 0.17% (n = 360,000); also: plate controls were buffer without enzyme for full effect and enzyme alone for no effect
Vc quorum ag = inducers of Vibrio cholerae quorum light production without autoinducers, primary screen, BH1578 luxS cqsA deficient, single point. V. cholerae BH1578 lux reporter, luminescence, 6 h. activation, % at 18.7 µM. actives 0.16% (n = 350,000). AID 588436, 2011; in the data active = activation mostly above about 9.7%, no sharp cut-off; inconclusive = no clear call, values can overlap the other calls; inactive = mostly below about 3.7%; also: not every result past the cut was called active; inactives centre near 0; reference of the scale not given here
PrPC TRFRET = inhibitors of human cell surface prion protein PrPC, primary screen, cell-based, TR-FRET; TR-FRET read-out; inhibition, % at 13.8 µM; actives 0.43% (n = 370,000); in the data active = inhibition above about 24%; also: 0% = median of the test wells and 100% = reference compound wells
Y pestis TopoI = Yersinia pestis topoisomerase I inhibitors, primary screen, biochemical, cleavage product accumulation, plate reader, single point; activity, % at 10 µM; AID 504884, 2011; actives 0.064% (n = 360,000); DNA topoisomerase I (Yersinia pestis CO92); Y. pestis Topo-I cleavage product accumulation; in the data active = activity above about 50%, passing the limit was not always enough; inconclusive = no clear call, values can overlap the other calls; also: inactives centre near 2
Anthrax LF inh2 = Bacillus anthracis LF protease inhibitors, primary screen, biochemical, multiplex microsphere, MLPCN library | multiplex microsphere protease cleavage assay | Lethal factor (Bacillus anthracis), P15917 | AID 588501, 2011 | inhibition, % at 10 µM | actives 0.12% (n = 360,000); also: plate controls were buffer without enzyme for full effect and enzyme alone for no effect
Target sequence (P15917 whole entry, looked up): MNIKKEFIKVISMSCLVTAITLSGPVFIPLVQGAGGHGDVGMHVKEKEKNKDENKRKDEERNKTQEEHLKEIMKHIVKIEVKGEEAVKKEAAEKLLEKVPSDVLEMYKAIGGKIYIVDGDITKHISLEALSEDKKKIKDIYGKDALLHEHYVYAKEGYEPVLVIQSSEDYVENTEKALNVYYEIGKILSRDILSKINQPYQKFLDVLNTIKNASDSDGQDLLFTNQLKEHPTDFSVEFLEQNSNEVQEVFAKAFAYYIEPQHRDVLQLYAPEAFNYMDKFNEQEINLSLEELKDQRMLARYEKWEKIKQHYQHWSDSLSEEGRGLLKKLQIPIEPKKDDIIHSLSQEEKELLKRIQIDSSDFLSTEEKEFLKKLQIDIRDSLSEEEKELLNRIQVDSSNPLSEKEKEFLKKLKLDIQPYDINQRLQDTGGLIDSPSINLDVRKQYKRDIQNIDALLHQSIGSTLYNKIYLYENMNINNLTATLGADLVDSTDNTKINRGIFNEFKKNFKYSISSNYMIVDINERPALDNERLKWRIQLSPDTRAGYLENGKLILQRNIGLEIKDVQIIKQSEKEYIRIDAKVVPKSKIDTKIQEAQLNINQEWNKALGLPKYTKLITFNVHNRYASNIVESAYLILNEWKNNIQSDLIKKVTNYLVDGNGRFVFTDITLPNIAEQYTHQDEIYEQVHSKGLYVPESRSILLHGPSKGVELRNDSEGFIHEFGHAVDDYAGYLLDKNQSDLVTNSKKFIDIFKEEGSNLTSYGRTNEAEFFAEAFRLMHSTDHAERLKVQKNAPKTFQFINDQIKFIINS
PfHsp40 rescue = rescue of yeast from PfHsp40 toxicity, primary screen, S. cerevisiae, ATP luminescence | AID 504582, 2011 | actives 0.68% (n = 340,000) | growth rescue, % at 12.5 µM | S. cerevisiae expressing PfHsp40, growth rescue; in the data active = growth rescue above about 28%, passing the limit was not always enough; inconclusive = no clear call, values can overlap the other calls;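 also: yeast W303a lacking pdr1 and pdr3 grown in galactose medium; growth measured after three days at 30 °C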
* = called active by the depositor; i = inactive; ? = inconclusive; . = not tested or not shown. Rule as the data show it, unless noted: active = inhibition above about 30%; inconclusive = no clear call, values can overlap the other calls; inactive = below that. Some of the compounds tested; rates above refer to the full screens.

structure	SARS 3CLpro inh	PriA SSB inh	TcdB inh	BoNT A protease	Vc quorum ag	PrPC TRFRET	Y pestis TopoI	Anthrax LF inh2	PfHsp40 rescue
Cc1ccc(-c2noc(N=O)c2NO)cc1	1	1	1.1	.	-0.1	-19	3	.	-0.8
CC(C)C[C@@H]1CN(CCCC[C@H]2CNC(=O)C(=O)N2CCC2CCCCC2)C(=O)C(=O)N1CC1CCCCC1	.	.	-0.9	-0.2	.	5	.	0	.
COc1cccc(/C=N/NC(=O)CSc2ccccc2C)c1OC	1	.	.	0.0	-0.4	5	22	0	-1.0
NC(CS(=O)O)C(=O)O (stereo not drawn)	.	0	-1.0	-0.9	i	8	-3	-10	-0.8
COCCN(C(=O)c1ccc(N2CCCC2=O)cc1)c1c(N)n(Cc2ccccc2)c(=O)[nH]c1=O	.	4	0.1	0.0	0.0	-7	-4	-6	-0.1
Cc1c(OC(C(=O)O)c2ccccc2)ccc2c3c(c(=O)oc12)CCC3 (stereo not drawn)	4	-6	0.6	0.5	i	-5	0	-6	-0.9
COc1ccccc1CNC(=O)c1csc2c1CCCC2	3	-7	1.5	-1.3	-0.2	6	7	0	?
COc1ccc(C(=O)C2CCCN(C(=O)c3cccs3)C2)cc1F (stereo not drawn)	6	8	-1.3	-0.5	i	6	28	-3	-0.1
Cc1ccsc1C1Nc2ccccc2-c2nc3ccccc3n21 (stereo not drawn)	3	-12	1.3	-0.9	-0.3	8	-14	-1	-1.8
CCCc1n[nH]c2c1/C(=N\OCC)CC(C)(C)C2	5	.	0.5	-0.7	i	-3	2	0	-1.0
O=C(N/N=C/c1cc([N+](=O)[O-])ccc1O)C1CC1	-2	.	-2.1	-1.2	-0.6	-13	5	0	0.0
CN(C)c1ccc(C(CNC(=O)c2ccc(C#N)cc2)c2c[nH]c3ccccc23)cc1 (stereo not drawn)	-7	10	-3.3	-1.6	-0.6	-8	-16	-3	0.9
O=C(N/N=C/C1C(c2ccccc2)C1(Cl)Cl)c1cccc(Br)c1 (stereo not drawn)	4	.	.	0.1	i	1	-1	1	-1.2
CCCc1cc(=O)oc2c(C)c(OCC(=O)c3ccc(N4CCCC4)cc3)ccc12	2	-9	.	0.2	0.6	-4	-2	1	1.4
CCOC(=O)c1c(C)[nH]c(C)c1C(=O)COC(=O)c1ccc(OC)c(OC)c1	-2	3	1.0	-0.5	-0.3	-7	7	-2	-0.5
Cn1c(=O)cc(OCC(=O)N2CCN(c3cccc(C(F)(F)F)c3)CC2)c2ccccc21	-4	-8	.	1.5	i	-3	12	-5	48*
COCCNC(=O)CN(c1ccc(OC)c(OC)c1)S(=O)(=O)c1ccc(C)cc1	-2	-4	.	-0.3	-3.4	2	-5	-3	1.2
O=C(CCc1nnc(-c2ccc3c(c2)OCO3)o1)NC(c1cccnc1)C(F)(F)F (stereo not drawn)	2	6	-1.3	-0.1	-2.0	7	-3	-2	-0.1
O=c1cc(-c2ccccc2Cl)oc2ccc([N+](=O)[O-])c(O)c12	-5	-4	2.0	0.0	i	-3	1	-4	7.6
CCOc1ccccc1N1CCN(CC(=O)NC(=O)NCc2ccco2)CC1	-4	-21	0.9	0.6	-0.5	-2	11	-6	0.1
CC(C)CN(C(=O)c1ccc2c(c1)OCCO2)c1c(N)n(Cc2ccccc2)c(=O)[nH]c1=O	.	-11	0.5	.	-0.4	1	9	.	-0.5
Cc1ccccc1C(=O)NNC(=O)c1cccc([N+](=O)[O-])c1	0	-4	0.3	-0.2	i	-17	-1	-7	-0.3
O=C(CCCNC(=O)c1ccc(Cl)cc1)NCc1ccc(F)cc1	-2	2	0.4	1.4	0.9	5	7	2	-0.6
Cc1ccc2cc(S(=O)(=O)NCCC(=O)O)ccc2c1	0	-17	.	-0.9	-2.2	-8	7	2	-2.1
CC1CCN(S(=O)(=O)c2ccc(C(=O)Nc3ccccc3-c3nc4ccccc4[nH]3)cc2)CC1	-1	3	.	-0.3	-0.6	6	6	1	-1.1
CCN(CC(=O)NC(C)(C)C)C(=O)c1ccc2c(c1)S(=O)(=O)c1ccccc1C2=O	0	-5	.	-0.2	i	-39	2	4	-0.8
COc1cccc2c(=O)c(C(=O)O)c[nH]c12	0	-5	1.6	0.4	3.7	-3	-4	3	0.1
Cc1cc(Cl)ccc1OCC(=O)NCCOC(=O)Nc1sc(=S)n(C)c1C	7	0	2.0	-0.6	-3.3	-5	16	-2	-1.6
Cc1cc([N+](=O)[O-])nn1CC(=O)c1ccccc1	4	-19	1.0	-1.4	-0.2	-1	5	-3	-1.3
CC1(C)CC(=O)c2c(n(S(=O)(=O)c3ccccc3)c3ccc(NS(=O)(=O)c4ccccc4)cc23)C1	2	7	-5.4	-0.6	-0.4	3	4	3	-0.5
CCOc1ccc(N=Cc2c(O)n(Cc3ccccc3)c(=S)[nH]c2=O)cc1	3	-4	1.0	1.1	-0.3	-2	-2	-7	0.9
CCN(C)c1ccc(/C=N\n2nnnc2N)cc1	4	.	.	0.5	i	0	-2	-1	1.8
COc1cccc(C(C)NC(=O)C2CCCC2)c1 (stereo not drawn)	1	-18	0.7	2.5	-0.9	-4	-6	10	0.3
Cc1ccc(CN2CCc3[nH]c(=O)[nH]c(=O)c3C2)cc1	2	-9	2.3	0.5	-0.2	-1	2	0	-1.7
CCOc1ccc(C(=O)NC(=S)Nc2ccccc2N2CCOCC2)cc1Br	-5	1	0.1	0.0	i	-2	8	0	-0.9
CCCc1nnc(NC(=O)CCC(=O)NCc2ccccc2)s1	2	-18	0.2	-5.3	i	-5	5	-1	1.4
CSc1ccc(OC2(C)CCN(Cc3ccc(OC(F)(F)F)cc3)C2)cc1 (stereo not drawn)	.	.	0.7	-0.5	-0.4	-8	13	-11	.
Cc1ccc(S(=O)(=O)N2CCCCC2)cc1NC(=O)Cn1ccc(C(F)(F)F)n1	-1	-15	2.5	-0.1	-0.3	9	-1	2	0.1
COc1ccc2c(c1OC)C(C1c3c(cc4c(c3OC)OCO4)CCN1C)OC2=O (stereo not drawn)	-3	-3	.	0.3	i	-3	6	-1	0.3
CCCCOc1ccc(NC2=NC3(CCCCC3)N=C(N)N2)cc1	0	6	.	-0.8	-0.7	-2	13	-5	1.2
CC(C)OCCCN(C)C1CCN(S(=O)(=O)c2csc(C(N)=O)c2)CC1	-5	-2	2.6	1.5	i	-3	-3	-2	-0.2
COc1ccc(NS(=O)(=O)/C=C/c2ccccc2)cc1	-1	-6	.	0.0	-0.3	3	7	-1	0.7
CC(=O)N1CCN(C(=O)CCc2nnc(CCCCc3ccccc3)o2)CC1	-2	4	1.0	0.9	-4.2	7	3	-4	-0.5
Cc1nc2c(C)c(C)c(C)c(C)c2nc1C	-4	3	0.4	-0.2	i	5	6	4	.
CN(C)c1cccc(CNC(=O)c2csc(COCCO)n2)c1	.	.	-16	0.1	-0.3	7	-8	0	.

Looked up by structure from above, 3 records:
structure	SARS 3CLpro inh	PriA SSB inh	TcdB inh	BoNT A protease	Vc quorum ag	PrPC TRFRET	Y pestis TopoI	Anthrax LF inh2	PfHsp40 rescue
CC(=O)N1CCN(C(=O)CCc2nnc(CCCCc3ccccc3)o2)CC1	-2	4	1.0	0.9	-4.2	7	3	-4	-0.5
O=C(CCc1nnc(-c2ccc3c(c2)OCO3)o1)NC(c1cccnc1)C(F)(F)F (stereo not drawn)	2	6	-1.3	-0.1	-2.0	7	-3	-2	-0.1
CCCc1n[nH]c2c1/C(=N\OCC)CC(C)(C)C2	5	.	0.5	-0.7	i	-3	2	0	-1.0

Compounds listed so far containing an aryl thioether with sulfur outside any ring, in the order listed:
structure	SARS 3CLpro inh	PriA SSB inh	TcdB inh	BoNT A protease	Vc quorum ag	PrPC TRFRET	Y pestis TopoI	Anthrax LF inh2	PfHsp40 rescue
COc1cccc(/C=N/NC(=O)CSc2ccccc2C)c1OC	1	.	.	0.0	-0.4	5	22	0	-1.0
CSc1ccc(OC2(C)CCN(Cc3ccc(OC(F)(F)F)cc3)C2)cc1 (stereo not drawn)	.	.	0.7	-0.5	-0.4	-8	13	-11	.

Other entries
structure	SARS 3CLpro inh	PriA SSB inh	TcdB inh	BoNT A protease	Vc quorum ag	PrPC TRFRET	Y pestis TopoI	Anthrax LF inh2	PfHsp40 rescue
COc1cc(C(CCN2CCCCC2)c2c(OC)cc(OC)c3c(-c4ccccc4)cc(=O)oc23)cc(OC)c1OC (stereo not drawn)	.	2	0.6	-0.4	-1.4	-9	0	-3	7.0
CCCCNc1c(CCc2ccccc2)nc2nc(C)cc(C)n12	.	.	0.5	0.4	.	2	.	-8	.
COC(=O)c1c(NC(=O)CCC(=O)O)sc2c1CCCCC2	0	2	-0.6	-0.5	-0.3	7	1	1	0.1
CC(=O)c1cc(-c2ccccc2)n(CC(=O)N2CCC(N3CCCCC3)CC2)c1C	0	5	.	0.0	-0.4	-4	-12	2	0.7
CC(=O)c1cc2c(cc1NC(=O)CSc1ncccn1)OCO2	.	.	0.2	-0.1	i	-8	4	3	.
COc1cc(/C=N/NC(=O)CCc2n[nH]c(=O)[nH]c2=O)ccc1O	-3	.	.	1.9	i	-8	7	1	0.3
COCCNC(=O)C1CC(=O)N(CCc2ccccc2)C1 (stereo not drawn)	-2	0	.	-0.5	i	4	-1	-3	0.8
O=C1CC(C(=O)Nc2ccc(O)c(C(=O)O)c2)C(c2ccccc2)O1 (stereo not drawn)	-4	-2	-1.7	1.7	-6.7	1	3	2	0.2
CCC1CCCCN1CCCNC(=O)CSc1nc2nc(C)c(Cc3ccccc3Cl)c(C)n2n1 (stereo not drawn)	-4	-9	0.0	-1.5	-0.5	-5	4	-2	0.1
